# Assay outcomes: PubChem, several laboratories
# AddAB inh = less growth of phage-infected E. coli with AddAB. inhibition, % at 11.9 µM. actives 0.29% (n = 330,000). E. coli expressing H. pylori AddAB, absorbance growth; in the data active = inhibition above about 12%;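 also: 0% = vehicle wells of infected cells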
# OPRM1-OPRD1 inv = mu-delta opioid heterodimer inverse agonism; cell-based MOR-DOR heterodimer luminescence; P35372+P41143; actives 0.21% (n = 340,000); inhibition, % at 9.3 µM; AID 504357; in the data active = inhibition above about 22%, passing the limit was not always enough;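 also: 0% = cells with DMSO and 100% = wells without cells with DMSO; values of inactives mirror those of a sister screen read the other way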
# Target sequence (P35372 whole entry, looked up): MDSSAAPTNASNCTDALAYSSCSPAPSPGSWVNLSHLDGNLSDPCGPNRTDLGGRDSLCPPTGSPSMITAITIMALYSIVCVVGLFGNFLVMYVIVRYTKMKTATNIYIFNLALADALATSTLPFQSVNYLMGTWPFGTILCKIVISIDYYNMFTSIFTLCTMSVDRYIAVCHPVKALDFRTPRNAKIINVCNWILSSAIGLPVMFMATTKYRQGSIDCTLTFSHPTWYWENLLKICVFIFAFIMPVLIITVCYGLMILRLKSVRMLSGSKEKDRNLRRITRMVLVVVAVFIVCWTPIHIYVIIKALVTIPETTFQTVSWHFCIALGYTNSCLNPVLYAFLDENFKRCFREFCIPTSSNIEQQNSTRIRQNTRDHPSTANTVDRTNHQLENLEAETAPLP
# Target sequence (P41143 whole entry, looked up): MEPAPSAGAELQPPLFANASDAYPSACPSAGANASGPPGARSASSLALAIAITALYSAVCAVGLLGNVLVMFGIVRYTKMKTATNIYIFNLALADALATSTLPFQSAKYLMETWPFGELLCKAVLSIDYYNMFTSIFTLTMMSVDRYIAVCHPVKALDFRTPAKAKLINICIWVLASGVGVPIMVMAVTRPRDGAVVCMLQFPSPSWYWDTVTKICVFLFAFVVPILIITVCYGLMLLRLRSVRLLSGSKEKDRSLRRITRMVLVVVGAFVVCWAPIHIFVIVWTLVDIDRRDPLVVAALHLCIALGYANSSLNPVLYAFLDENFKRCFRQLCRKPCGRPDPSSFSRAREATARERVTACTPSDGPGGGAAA
# Arrestin-AP2 inh = blocks beta-arrestin peptide binding to AP2 adaptin | inhibition, % at 10 µM | FITC-arrestin peptide / GST-AP2 beads, flow cytometry; AP2 beta2 appendage carries R879A mutation | actives 0.31% (n = 340,000);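 active = inhibition above a set limit, near 3 SD of compounds lacking own fluorescence, cut at about 54% in these data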;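 also: plate controls were DMSO wells for no effect and 5 µM unlabelled arrestin peptide for full effect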
#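 test system = AP2 appendage R879A on GSH beads | buffer or medium = PBS plus Tween 20 (0.05%) and BSA (0.1%) | incubation = 12 min plus 1 h, RT | detection = bead flow cytometry, FITC channel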
# Mot1-301 SUMO = SUMOylation pathway inhibition by Mot1-301 growth rescue | actives 1% (n = 320,000) | S. cerevisiae Mot1-301 growth rescue, ATP luminescence, 38.5C; percent above DMSO median, 100 means doubled | growth rescue, % at 18.8 µM;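 active = every valid replicate shows activation above 250% relative to neutral control wells; inactive = the rest, any valid replicate at or below 250%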;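 also: OY570 slx delta 5 strain wells were the positive control but not used for scaling; some compounds called inactive have numbers as strong as hits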
# phage Ecoli inh = E. coli growth loss with phage present; growth absorbance; actives 0.26% (n = 360,000); AID 651602; inhibition, % at 11.9 µM; in the data active = inhibition above about 11%
# PKA-R1A act = PKA-R1A complex activation; P00514+P68181; PKA-R1A dissociation, Cy5-IP20 fluorescence polarization; scaled: DMSO 0%, 113 µM cGMP 100%; actives 0.083% (n = 340,000); AID 504707; activation, % at 11.4 µM;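 active = percent activation above the mean of all tested compounds plus 3 SD, cut at about 19% in these data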;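 also: higher means more PKAc released from R1A so a rise in polarization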
# MOR-DOR ag = OPRM1-OPRD1 heterodimerization agonism; AID 504326; cells, luminescence; actives 0.3% (n = 340,000); activation, % at 9.3 µM; P35372+P41143; in the data active = activation above about 18%;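 also: 0% = vehicle-treated cells and 100% = reference agonist; values of inactives mirror those of a sister screen read the other way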
# PfHsp90 set2 = reduces growth (ATP signal) of yeast expressing P. falciparum Hsp90; S. cerevisiae expressing PfHsp90, BacTiter-Glo ATP, 48 h; yeast lacking PDR1 and PDR3 efflux regulators; inhibition, % at 9.4 µM; actives 0.32% (n = 310,000);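 active = every replicate shows inhibition above about 80%, whatever the replicate mean, limit read from the data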;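 also: 0% = DMSO neutral controls and 100% = 20 µM radicicol positive controls; yeast relying on Plasmodium falciparum Hsp90 in place of its own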
# Ecoli viability = reduces bacterial viability in AddAB counter-screen; E. coli V3065 growth, OD600 absorbance, 18 h; actives 0.27% (n = 330,000); inhibition, % at 11.9 µM;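 active = inhibition above the campaign's mean inhibition across all tested compounds plus 3 SD, cut at about 9.9% in these data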;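 also: uninfected addAB+ strain grown without phage in ampicillin broth; 0% = DMSO wells and 100% = ciprofloxacin 0.95 µg/ml wells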
# Tat transport = inhibitors of E. coli Tat protein transport; E. coli MC4100 TorA-mCherry Tat export, fluorescence; inhibition, % at 10 µM; actives 0.036% (n = 340,000);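 active = mean replicate inhibition at least 50% and at least half of replicates individually reaching 50%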;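 also: exported cargo escapes ClpAP degradation while cytoplasmic cargo is degraded and loses fluorescence; 0% = median of neutral control wells and 100% = median of NaSCN control wells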
# Pemphigus Ab inh = inhibitors of pemphigus antibody binding to human desmoglein-3. P32926. DSG3-coupled beads, scFv-anti-DSG3-GFP binding, flow cytometry; active compounds read low. binding (percent of control), % at 10 µM. actives 0.48% (n = 310,000). AID 588358;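 active = binding more than 3 SD below its plate's average and above zero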;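 also: hits lower antibody fragment binding to DSG3; some compounds called inactive have numbers as strong as hits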
# An asterisk follows results filed as active; · = no result given.
# The line under a structure holds: AddAB inh	OPRM1-OPRD1 inv	Arrestin-AP2 inh	Mot1-301 SUMO	phage Ecoli inh	PKA-R1A act	MOR-DOR ag	PfHsp90 set2	Ecoli viability	Tat transport	Pemphigus Ab inh
Cn1nnc(NC(=S)NC(=O)c2cc(Cl)ccc2Cl)n1
  5.7	20	18	48	1.0	-1	-3.7	7	0.0	-3	97
CCC(=O)NCCc1cc2ccc(C)c(C)c2[nH]c1=O
  1.5	6	4	125	0.8	5	-1.0	-31	0.1	-7	108
O=c1cc(OCc2ccccc2)cc[nH]1
  1.7	13	30	6	3.5	-1	-3.4	-2	1.1	6	104
O=S(=O)(NC1CCCCC1)c1ccc(S(=O)(=O)N2CCN3CCCC3C2)cc1 (centres undefined)
  0.8	-3	-2	-8	1.6	3	0.5	·	-0.7	1	99
COc1ccc(CN(C(=O)c2snc(C(N)=O)c2N)C(C(=O)NC2CCCC2)c2cc(OC)ccc2OC)cc1 (centres undefined)
  3.8	0	-16	468	2.2	-12	0.1	12	2.3	-1	·
Cc1nc(N)sc1C(=O)N/N=C/c1ccc([N+](=O)[O-])cc1
  3.8	·	38	-25	1.9	·	·	·	-2.4	·	95
Cc1ccc(C(=O)N/C(=C/c2ccc(Cl)cc2)C(=O)N2CCOCC2)cc1
  1.7	-20	5	-3	1.2	0	2.6	-78	-0.8	8	·
Cc1ccc(-c2nc(NCc3ccco3)c3ccccc3n2)cc1
  1.8	2	4	298	0.9	-7	-0.3	·	3.4	8	89
Cc1sc2ncnc(N3CCC(C)CC3)c2c1C
  0.7	-15	-5	177	3.9	-11	2.5	-22	-1.7	0	113
Cc1ccc2cc(CN(Cc3ccco3)C(=S)NCC3CCCO3)c(=O)[nH]c2c1C (centres undefined)
  0.7	5	-1	-2	2.3	-3	-0.9	-11	0.7	6	115
CCOC(=O)/C=C/c1ccc2oc3ccccc3c(=O)c2c1
  1.8	20	-2	178	2.2	9	-3.6	-28	1.9	3	97
O=C(CSc1nnc(CNC(=O)c2ccccc2)o1)NCc1ccc2c(c1)OCO2
  -0.6	20	6	10	1.9	-2	-3.6	9	-0.5	5	98
CC(C)C[C@H]1CNC(=S)N1CC1CCCN1C[C@H](Cc1ccccc1)N1C[C@H](Cc2ccc(O)cc2)N(CC2CCCCCC2)C1=S (some centres undefined)
  ·	-6	-10	·	4.3	-12	1.4	26	·	9	89
Fc1ccc(-c2nnc(CN3CCC(c4nc5ccccc5s4)CC3)o2)cc1
  ·	11	-3	·	3.2	-10	-2.1	5	·	6	104
O=C(c1ccc2ccccc2c1)C1CCCN(C(=O)c2cccnc2)C1 (centres undefined)
  ·	13	16	-16	2.7	-1	-2.3	-4	·	-1	106
CCCCC1=NN(C(=O)c2cocc2C)C(O)(C(F)(F)F)C1 (centres undefined)
  3.5	-9	-18	-2	1.4	2	1.5	-7	-2.9	-6	99
O=C(OCc1ccccn1)c1ccc(COc2ccccc2Cl)o1
  1.0	-8	-6	-10	3.7	-4	1.3	-3	0.2	4	115
O=C(NCc1ccc(F)cc1)C(Cc1ccccc1)n1cccc1 (centres undefined)
  3.0	1	-14	-13	0.8	-2	-0.2	15	0.3	-2	94
CCCCN1CC(=O)N2[C@H]3c4cc(Br)ccc4OC[C@@H]3[C@H](C(=O)OCC)[C@]2(C)C1=O
  -0.3	9	5	6	3.6	-11	-1.4	12	-2.7	-6	110
CC1Sc2ccc(S(=O)(=O)CCC(=O)N3CCN(c4ccccc4)CC3)cc2NC1=O (centres undefined)
  2.9	-5	-2	-8	1.5	-5	0.9	-13	-0.1	1	94
COCCNC(=O)Cn1cnc2c1c(=O)n(C)c(=O)n2C
  2.4	·	23	-3	0.6	-2	·	-17	0.7	7	104
CCC(O)CNc1nc(-n2nc(C)cc2C)nc2sc3c(c12)CC(C)(C)OC3 (centres undefined)
  -2.1	7	-2	-8	1.2	-11	-1.3	-10	-4.9	5	98
CN(C)c1nc(F)c(F)c(S(=O)(=O)c2ccccc2)c1F
  0.5	-2	-6	-15	1.7	1	0.3	16	1.2	8	116
C[C@H](NC(=O)[C@H]1N2C(=O)c3ccccc3C2SC1(C)C)C(=O)N1CCC[C@H]1C(=O)O (some centres undefined)
  6.5	13	-2	1	0.9	-8	-2.6	-9	3.3	-2	98
Nc1nc(SCC(=O)NCc2ccco2)[nH]c(=O)c1-c1ccccc1
  0.3	5	-2	-25	2.7	8	-0.9	38	0.4	0	101
Cc1nc(-c2cccc(NC(=O)C(C)Oc3ccccc3)c2)cs1 (centres undefined)
  ·	14	-7	7	1.6	2	-2.7	3	·	6	107
CCS(=O)(=O)N1CCN(Cc2ccc([N+](=O)[O-])cc2)CC1
  2.6	2	-6	-29	1.6	1	-0.4	32	1.4	12	107
Cc1ccc(S(=O)(=O)N2CCOCC2)cc1C(=O)OCC(=O)NC1CC1
  -0.4	2	3	-20	0.2	-8	-0.5	-20	-2.1	-7	93
Cc1ccc(-n2ccc(=O)c(C(=O)O)n2)cc1
  -1.0	8	5	-6	2.9	-6	-1.3	-3	-0.6	-5	94
N#Cc1ccsc1NC(=O)C1CCN(C(=O)c2ccc(F)cc2)CC1
  0.8	-1	-10	0	3.8	-3	0.2	-10	2.6	-8	·
COc1ccc(C2(C(=O)NCCN3CCOCC3)CCOCC2)cc1
  0.8	18	14	-8	-0.2	-9	-3.4	-3	2.0	2	100
CSC1=C(C#N)C(c2ccccc2C)C(C#N)=C(N)N1 (centres undefined)
  -0.3	38*	-2	5	3.0	1	-7.6	·	-3.3	-7	90
COc1ccc(-c2ccc(CCC(=O)O)n2NC(=O)c2ccc(O)cc2)cc1
  3.6	9	16	-7	3.4	4	-1.9	0	-0.8	1	106
CC1CCN(C(=O)C2CCCN2S(=O)(=O)c2ccc(Cl)cc2)CC1 (centres undefined)
  0.7	12	-8	3	0.7	-1	-3.6	1	0.6	-15	108
O=C(NCc1ccc2c(c1)OCO2)c1nc(Cn2ccc([N+](=O)[O-])n2)no1
  4.9	-3	-9	30	2.2	-10	0.4	8	-0.2	-1	100
CCOC(=O)c1cnc2c(C#N)c(C)nn2c1C
  2.2	9	21	1	2.6	4	-1.7	3	1.9	-1	104
Cc1ccc2nc(C)cc(C(=O)OCC(=O)c3ccc(Cl)c([N+](=O)[O-])c3)c2c1
  5.0	79*	-9	2	2.4	-24	-19	-30	1.8	9	103
CC(C)(C)OC(=O)CNC(=O)c1[nH]cnc1C(=O)NCCCCCN
  1.6	15	10	-12	1.0	-3	-2.8	11	-0.3	-4	100
Cc1cccc(OCCC(=O)NCC(c2ccccc2)N(C)C)c1 (centres undefined)
  4.1	-144	0	-25	1.8	-1	28*	-3	-0.5	-2	105
O=C(O)c1cc2cc(Cl)ccc2[nH]1
  ·	15	-2	·	4.9	-1	-2.8	-33	·	-14	102

# Sorted by the number under OPRM1-OPRD1 inv (largest number first): three of the compounds above
Compound	OPRM1-OPRD1 inv
COc1ccc(C2(C(=O)NCCN3CCOCC3)CCOCC2)cc1	18
O=C(O)c1cc2cc(Cl)ccc2[nH]1	15
CC1CCN(C(=O)C2CCCN2S(=O)(=O)c2ccc(Cl)cc2)CC1 (centres undefined)	12

# Next part:
# The line under a structure holds: AddAB inh	OPRM1-OPRD1 inv	Arrestin-AP2 inh	Mot1-301 SUMO	phage Ecoli inh	PKA-R1A act	MOR-DOR ag	PfHsp90 set2	Ecoli viability	Tat transport	Pemphigus Ab inh
COc1ccc(/C=C2\SC(=S)N(CCC(=O)Nc3cccc(C(=O)O)c3)C2=O)cc1OC
  1.1	17	-5	-13	0.7	-4	-3.5	-10	2.1	-7	95
Cc1cc(NC(=O)COC(=O)c2ccc(S(=O)(=O)C(F)F)cc2)n(-c2ccccc2)n1
  0.0	8	-6	288	4.1	-3	-1.6	21	0.7	7	105
O=C(Nc1ccc2nc(-c3cccnc3)[nH]c2c1)c1ccccc1F
  2.1	-15	20	·	4.9	-8	2.4	-21	-0.7	11	·
O=C(C(c1ccccc1)c1ccccc1)N1CCN(c2ccccn2)CC1
  4.2	9	0	12	2.1	-3	-2.0	-63	0.2	-1	102
O=C(O)/C=C\C(=O)Nc1ccc(N2CCN(c3ccc(Cl)cc3)CC2)cc1
  1.7	-7	4	90	4.7	7	1.4	-9	-0.9	-9	106
Cc1ccc(CNC(=O)CS(=O)Cc2nc(-c3ccccc3Cl)oc2C)cc1 (centres undefined)
  0.0	3	-12	3	3.6	-8	-0.6	-18	0.0	2	101
CN(C)c1cnn(-c2ccccc2)c(=O)c1Cl
  2.2	10	-21	24	3.8	-15	-1.7	8	-0.9	-6	98
COc1cc(OC)c(C(=O)OCC(=O)Nc2ccc(S(=O)(=O)N3CCOCC3)cc2)cc1OC
  -2.4	9	-6	-2	1.9	7	-1.7	12	-2.9	-10	131

# Some of these compounds in order of length of the SMILES, high to low:
# The line under a structure holds: AddAB inh	OPRM1-OPRD1 inv	Arrestin-AP2 inh	Mot1-301 SUMO	phage Ecoli inh	PKA-R1A act	MOR-DOR ag	PfHsp90 set2	Ecoli viability	Tat transport	Pemphigus Ab inh
Cc1ccc2nc(C)cc(C(=O)OCC(=O)c3ccc(Cl)c([N+](=O)[O-])c3)c2c1
  5.0	79*	-9	2	2.4	-24	-19	-30	1.8	9	103
COc1ccc(/C=C2\SC(=S)N(CCC(=O)Nc3cccc(C(=O)O)c3)C2=O)cc1OC
  1.1	17	-5	-13	0.7	-4	-3.5	-10	2.1	-7	95
O=C(NCc1ccc2c(c1)OCO2)c1nc(Cn2ccc([N+](=O)[O-])n2)no1
  4.9	-3	-9	30	2.2	-10	0.4	8	-0.2	-1	100
O=C(O)/C=C\C(=O)Nc1ccc(N2CCN(c3ccc(Cl)cc3)CC2)cc1
  1.7	-7	4	90	4.7	7	1.4	-9	-0.9	-9	106
Cc1ccc(CNC(=O)CS(=O)Cc2nc(-c3ccccc3Cl)oc2C)cc1 (centres undefined)
  0.0	3	-12	3	3.6	-8	-0.6	-18	0.0	2	101
CC1CCN(C(=O)C2CCCN2S(=O)(=O)c2ccc(Cl)cc2)CC1 (centres undefined)
  0.7	12	-8	3	0.7	-1	-3.6	1	0.6	-15	108
CC(C)(C)OC(=O)CNC(=O)c1[nH]cnc1C(=O)NCCCCCN
  1.6	15	10	-12	1.0	-3	-2.8	11	-0.3	-4	100
O=C(C(c1ccccc1)c1ccccc1)N1CCN(c2ccccn2)CC1
  4.2	9	0	12	2.1	-3	-2.0	-63	0.2	-1	102
Cc1cccc(OCCC(=O)NCC(c2ccccc2)N(C)C)c1 (centres undefined)
  4.1	-144	0	-25	1.8	-1	28*	-3	-0.5	-2	105
CCOC(=O)c1cnc2c(C#N)c(C)nn2c1C
  2.2	9	21	1	2.6	4	-1.7	3	1.9	-1	104
O=C(O)c1cc2cc(Cl)ccc2[nH]1
  ·	15	-2	·	4.9	-1	-2.8	-33	·	-14	102
